hcDAF12 agonist – activators of H. contortus DAF-12 nuclear receptor. HEK293 hcDAF-12 lit1-tk-luc reporter, luminescence; 0% DMSO, 100% Δ7-dafachronic acid. activation, % at 6.8 µM. 370,000 tested, 1.4% active. AID 652067;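 active = activation above the mean of all tested compounds plus 3 SD, cut at about 5.5% in these data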;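 also: 100% = response to 3 µM Δ7-dafachronic acid high control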
MBD2 DNA inh – blocks human MBD2 binding to methylated DNA; Q9UBB5; TR-FRET, MBD2 binding to methylated oligonucleotide; inhibition, % at 4.4 µM; 370,000 tested, 0.31% active; AID 686964; in the data active = inhibition above about 13%
DAX1 inh-1 – inhibits human nuclear receptor DAX1; P51843; HEK293 Gal4-DAX1 luciferase reporter, luminescence; inhibition, % at 6.75 µM; 340,000 tested, 0.99% active; AID 504766;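 active = inhibition above the mean over all tested compounds plus 3 SD, cut at about 4.2% in these data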;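 also: 0% = DAX1-transfected cells with DMSO and 100% = empty-vector control cells with DMSO; inhibition shows as a rise in luminescence from relieved DAX1 repression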
Target sequence (P51843 207-470 limits assumed): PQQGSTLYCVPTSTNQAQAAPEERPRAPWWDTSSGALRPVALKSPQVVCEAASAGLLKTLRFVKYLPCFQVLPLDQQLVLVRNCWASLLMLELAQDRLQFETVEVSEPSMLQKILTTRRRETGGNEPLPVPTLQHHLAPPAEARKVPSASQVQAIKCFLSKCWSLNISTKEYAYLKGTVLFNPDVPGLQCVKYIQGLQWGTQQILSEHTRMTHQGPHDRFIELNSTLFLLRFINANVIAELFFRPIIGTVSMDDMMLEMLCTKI
ADAM17 inh – ADAM17 inhibition, QFRET primary screen; recombinant ADAM17, EDANS/DABCYL FRET peptide cleavage; AID 720648; P78536; inhibition, % at 6.95 µM; 370,000 tested, 0.83% active;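 active = inhibition above the mean of compounds lying between control limits plus 3 SD, set per campaign, cut at about 8.5% in these data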;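 also: 0% = DMSO-only wells as the low control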
DAX1 inh-2 – inhibitors of DAX1 repression of SF-1 activated StAR promoter. HEK293T StAR-luciferase reporter, SF-1/DAX-1 repression relief. inhibition, % at 6.8 µM. 370,000 tested, 1.1% active. AID 652010;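 active = inhibition above the mean over all tested compounds plus 3 SD, cut at about 3.6% in these data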;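 also: 0% = DAX-1 cells with DMSO and 100% = cells lacking DAX-1 with DMSO; higher inhibition means more luminescence from relief of DAX-1 repression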
SMARCA2 activ – increases SMARCA2 function in MMTV reporter cells | MG213 cells, MMTV-luciferase reporter, dexamethasone, overnight | 370,000 tested, 1% active | activation, % at 9.1 µM; in the data active = activation above about 7.8%;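 also: 0% = vehicle wells and 100% = reference activator wells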
hgDAF12 agonist – agonists of H. glycines DAF-12 nuclear receptor; HEK293 GAL4-hgDAF12 UAS-luciferase reporter, agonist luminescence; normalized to butyrate control; activation, % at 6.8 µM; 370,000 tested, 1.8% active; AID 687014;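 active = activation above a cutoff set at the mean of all screened compounds plus 3 SD, cut at about 10% in these data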;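 also: 0% = DMSO wells and 100% = sodium butyrate wells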
PLCg1 inh – PLC-gamma1 (human) inhibition, primary screen | purified PLC-gamma1, fluorogenic substrate, fluorescence | inhibition, % at 12.2 µM | 370,000 tested, 0.84% active; in the data active = inhibition above about 9.5%
PLC-beta3 inh – blocks human PLC-beta3 enzyme activity; Q01970; Purified PLC-beta3, fluorogenic substrate, fluorescence; inhibition, % at 12.2 µM; 370,000 tested, 0.18% active; AID 720704; in the data active = inhibition above about 11%;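 also: 0% = median of compound wells on plate and 100% = full blocker control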
ssDAF12 agonist – S. stercoralis DAF-12 activation, primary screen; HEK293 ssDAF-12/GRIP1 lit1-tk-luc reporter, luminescence; % of 3 µM dafachronic acid response; activation, % at 6.8 µM; 370,000 tested, 1% active; AID 652126;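 active = activation above the mean over all tested compounds plus 3 SD, cut at about 0.9% in these data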;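 also: 0% = DMSO-only wells and 100% = 3 µM delta7-dafachronic acid wells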
NR1D1 modulator – Rev-erb alpha (human) modulation | P20393 | activity, % at 10 µM | 370,000 tested, 0.79% active | Rev-erbα–FITC-DNA binding, fluorescence polarization, 90 min;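 active = activity above about 14%, limit read from the data; passing the limit was not always enough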;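 also: 0% = DMSO wells with 35 nM protein and 100% = DMSO wells with 750 nM protein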
Target sequence (P20393 whole entry, looked up): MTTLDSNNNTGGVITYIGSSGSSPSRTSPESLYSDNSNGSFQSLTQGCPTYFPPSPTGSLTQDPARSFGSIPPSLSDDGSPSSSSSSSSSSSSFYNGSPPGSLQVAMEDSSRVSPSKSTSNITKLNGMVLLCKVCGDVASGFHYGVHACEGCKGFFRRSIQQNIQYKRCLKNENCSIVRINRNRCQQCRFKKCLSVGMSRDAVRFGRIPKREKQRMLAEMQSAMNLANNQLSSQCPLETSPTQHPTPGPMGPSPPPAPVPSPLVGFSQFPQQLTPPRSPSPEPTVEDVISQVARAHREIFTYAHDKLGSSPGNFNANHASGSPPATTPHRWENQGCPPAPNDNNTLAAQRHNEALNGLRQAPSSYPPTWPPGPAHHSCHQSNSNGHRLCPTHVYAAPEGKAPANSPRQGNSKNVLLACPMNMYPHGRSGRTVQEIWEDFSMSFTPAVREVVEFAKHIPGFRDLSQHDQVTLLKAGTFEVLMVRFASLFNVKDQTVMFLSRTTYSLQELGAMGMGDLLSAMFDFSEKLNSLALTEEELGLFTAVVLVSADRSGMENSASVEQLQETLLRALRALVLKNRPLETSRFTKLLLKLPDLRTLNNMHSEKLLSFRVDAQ
The depositor's hits bear a star; . = no result given. Hits appear at their usual frequency; any-hit rate near 7.4%.

#1 COc1ccc(NC(=O)CN(C)C(=O)CN2C(=O)NC3(CCCCC3)C2=O)cc1
#2 O=S(=O)(c1cccs1)N1CCC(c2cn3ccccc3n2)CC1
#3 COC(=O)[C@H](CC(C)C)NC(=O)Nc1ccc(S(N)(=O)=O)cc1
#4 Cc1nc2ccccc2cc1O
#5 O=C(O)C1=CCC(c2ccc(Cl)c(Cl)c2)N(S(=O)(=O)c2ccc(F)cc2)C1c1cccc(F)c1 (stereo not given)
entry no.	1	2	3	4	5
hcDAF12 agonist	-0.6	-0.5	-0.2	4.8	-2.1
MBD2 DNA inh	3	3	2	4	3
DAX1 inh-1	0.3	.	1.2	1.4	.
ADAM17 inh	-6	-9	-2	-490	2
DAX1 inh-2	0.6	-0.1	-0.2	-0.8	-0.3
SMARCA2 activ	0	1	0	1	0
hgDAF12 agonist	1.2	0.6	-1.5	4.6	-0.7
PLCg1 inh	1	-18	-1	-375	4
PLC-beta3 inh	-5	-20	-3	-420	-2
ssDAF12 agonist	-1.4	-1.0	-0.7	0.2	-0.6
NR1D1 modulator	-7	1	-5	6	-4

#6 O=C1CCC(C(=O)Nc2ccc([N+](=O)[O-])cc2)N1 (stereo not given)
#7 CC(=O)OCC(=O)[C@H]1CC[C@H]2[C@@H]3CC=C4C[C@@H](O)CC[C@]4(C)[C@H]3CC[C@]12C
#8 Cc1ccc(C(=O)COC(=O)c2cccs2)cc1
#9 Cc1ccc(C(=O)OCC(=O)N2C(C)CCCC2C)cc1S(=O)(=O)N1CCCCC1 (stereo not given)
#10 CC12CCC3c4ccccc4CCC3(CO1)C2 (stereo not given)
entry no.	6	7	8	9	10
hcDAF12 agonist	0.6	-0.7	7.0*	-2.3	-0.9
MBD2 DNA inh	-1	-4	3	-3	3
DAX1 inh-1	0.0	0.0	1.6	-1.1	0.7
ADAM17 inh	-5	2	-1	1	-2
DAX1 inh-2	-0.4	-0.7	4.5*	1.6	-0.3
SMARCA2 activ	-2	-6	2	-2	-1
hgDAF12 agonist	2.0	0.1	9.3	4.9	-0.8
PLCg1 inh	1	1	1	4	0
PLC-beta3 inh	-6	3	3	2	2
ssDAF12 agonist	-1.5	-1.1	0.7	-1.4	-0.4
NR1D1 modulator	4	4	1	1	2

#11 O=C(Nc1cccc(O)c1)c1ccc(C(F)(F)F)cc1
#12 Cc1cc(C)n(C(=O)CNC(=O)CCc2ccccc2)n1
#13 CCOC(=O)C1=CN(C)CCC1=O
#14 Cc1cc(C(=O)NCCN2C(=O)S/C(=C\c3cccs3)C2=O)ccc1[N+](=O)[O-]
#15 CNc1ccc(-c2cccc(C(C)=O)c2)cn1
entry no.	11	12	13	14	15
hcDAF12 agonist	3.6	-1.1	-0.9	2.3	0.6
MBD2 DNA inh	4	2	3	-1	0
DAX1 inh-1	1.7	-0.1	0.7	0.3	.
ADAM17 inh	-2	-6	-5	2	-14
DAX1 inh-2	2.1	0.4	0.5	-0.6	-0.1
SMARCA2 activ	2	-3	1	0	1
hgDAF12 agonist	14*	-0.9	0.2	3.5	4.7
PLCg1 inh	1	0	-1	1	-12
PLC-beta3 inh	-1	2	-3	-2	-18
ssDAF12 agonist	0.3	-1.0	-0.3	-0.5	-0.9
NR1D1 modulator	0	-1	1	-5	3

#16 CCN(CC)CCCNc1cc(C)nc2cc(-c3cccs3)nn12
#17 COc1ccc(Nc2nc(N)nc(CSC(=S)N3CCC(C)CC3)n2)cc1
#18 CCOc1ccccc1-n1nnnc1SCC(=O)N1CCCC1=O
#19 CCn1c(=O)c(C(=O)NCCNCCO)c(O)c2ccccc21
#20 Cc1ccc(N2C(=O)CN=C2Nc2nc(C)cc(C)n2)cc1
entry no.	16	17	18	19	20
hcDAF12 agonist	-0.7	2.5	0.0	-0.5	-1.1
MBD2 DNA inh	5	4	-1	-3	4
DAX1 inh-1	1.8	-1.4	-0.8	0.2	-0.8
ADAM17 inh	-20	4	-2	-7	-3
DAX1 inh-2	-0.4	0.6	1.1	0.3	-0.7
SMARCA2 activ	-1	-2	1	-2	-5
hgDAF12 agonist	-0.3	3.7	0.4	1.1	1.6
PLCg1 inh	-19	-3	0	0	-1
PLC-beta3 inh	-28	-1	-1	-1	-2
ssDAF12 agonist	0.2	-1.0	-0.8	-0.5	-1.0
NR1D1 modulator	-3	-6	-3	-6	-7

#21 CN1CCC(N(C)C(=O)CCc2nc3ccccc3n2-c2ccccc2)CC1
#22 Cn1c(N2CCN(C(c3ccccc3)c3ccccc3)CC2)nc2c1c(=O)[nH]c(=O)n2C
#23 Clc1ccc(OCc2cc(-c3ccccc3)no2)cc1Cl
#24 Cn1c(=O)oc2cc(S(=O)(=O)Nc3ccccc3O)ccc21
#25 COC(=O)[C@]12C[C@H](CC(=O)NCc3ccccc3)C(=O)N(Cc3cccc4ccccc34)C1=C[C@H](C(C)(C)C)O[C@@H]2C
entry no.	21	22	23	24	25
hcDAF12 agonist	-0.9	-0.3	1.1	1.7	-1.7
MBD2 DNA inh	1	-6	-1	-6	7
DAX1 inh-1	-0.5	1.2	1.8	-1.5	.
ADAM17 inh	-6	3	4	-1	8
DAX1 inh-2	1.1	-0.4	0.5	-0.1	-1.1
SMARCA2 activ	1	1	0	0	-1
hgDAF12 agonist	-1.2	-1.4	3.0	1.2	0.2
PLCg1 inh	-1	0	3	1	6
PLC-beta3 inh	-5	-5	0	1	0
ssDAF12 agonist	-2.3	-1.0	-0.8	-1.3	-1.1
NR1D1 modulator	0	-5	1	0	-1

#26 Cc1ccccc1NS(=O)(=O)c1ccc2c(c1)NC(=O)CO2
#27 COc1ccc(CCN2CC(C(=O)NCCc3cccnc3)CCC2=O)cc1 (stereo not given)
#28 CCc1nnc2n1N=C(c1ccc(Cl)cc1)CS2
#29 CCSc1nc2c(c(-c3ccc(C)o3)c1C#N)CCCC2
#30 CC(Oc1ccccc1)C(=O)Nc1ccc(F)c(S(=O)(=O)N2CCOCC2)c1 (stereo not given)
entry no.	26	27	28	29	30
hcDAF12 agonist	-0.1	-1.8	-1.4	-1.3	-1.2
MBD2 DNA inh	-2	-3	-4	1	3
DAX1 inh-1	0.4	-0.1	1.6	0.5	-1.6
ADAM17 inh	-1	2	-1	-2	-3
DAX1 inh-2	-0.1	1.1	-0.4	-0.4	0.1
SMARCA2 activ	4	-1	-4	6	-2
hgDAF12 agonist	1.6	3.1	-1.2	0.7	2.1
PLCg1 inh	1	3	3	-7	1
PLC-beta3 inh	2	0	0	-9	-3
ssDAF12 agonist	-0.8	-1.3	-1.3	-0.9	-1.1
NR1D1 modulator	-4	3	3	-3	1

#31 Cc1cc(C)n2nc(SCC(=O)Nc3ccc(F)c(F)c3F)nc2n1
#32 O=S(=O)(c1ccccc1)c1ncc(C(F)(F)F)cc1O
#33 O=C(NCCC(=O)N1CCN(C(=O)c2ccco2)CC1)c1ccccc1Cl
#34 CC(C)=CCN1CCN(Cc2cnc(N3CCOCC3)s2)CC1CCO (stereo not given)
#35 CCN(CC(=O)Nc1ccc(NC(C)=O)cc1)C(=O)c1ccccc1SCc1c(C)noc1C
entry no.	31	32	33	34	35
hcDAF12 agonist	-0.3	0.6	-2.3	-1.8	4.4
MBD2 DNA inh	4	7	0	-4	8
DAX1 inh-1	0.0	0.6	-0.7	1.3	-0.1
ADAM17 inh	0	-20	-2	0	-2
DAX1 inh-2	0.2	-0.2	0.3	1.2	1.1
SMARCA2 activ	0	-2	1	-2	-3
hgDAF12 agonist	0.7	-0.8	0.0	-2.0	6.0
PLCg1 inh	-1	3	-3	-1	-2
PLC-beta3 inh	-2	-13	4	-1	-12
ssDAF12 agonist	-1.6	-1.1	-0.5	-0.6	-0.3
NR1D1 modulator	-5	-2	-6	-2	-4

A draw from above in order of SMILES length, high to low:
#25 COC(=O)[C@]12C[C@H](CC(=O)NCc3ccccc3)C(=O)N(Cc3cccc4ccccc34)C1=C[C@H](C(C)(C)C)O[C@@H]2C
#1 COc1ccc(NC(=O)CN(C)C(=O)CN2C(=O)NC3(CCCCC3)C2=O)cc1
#33 O=C(NCCC(=O)N1CCN(C(=O)c2ccco2)CC1)c1ccccc1Cl
#27 COc1ccc(CCN2CC(C(=O)NCCc3cccnc3)CCC2=O)cc1 (stereo not given)
#2 O=S(=O)(c1cccs1)N1CCC(c2cn3ccccc3n2)CC1
#11 O=C(Nc1cccc(O)c1)c1ccc(C(F)(F)F)cc1
#28 CCc1nnc2n1N=C(c1ccc(Cl)cc1)CS2
entry no.	25	1	33	27	2	11	28
hcDAF12 agonist	-1.7	-0.6	-2.3	-1.8	-0.5	3.6	-1.4
MBD2 DNA inh	7	3	0	-3	3	4	-4
DAX1 inh-1	.	0.3	-0.7	-0.1	.	1.7	1.6
ADAM17 inh	8	-6	-2	2	-9	-2	-1
DAX1 inh-2	-1.1	0.6	0.3	1.1	-0.1	2.1	-0.4
SMARCA2 activ	-1	0	1	-1	1	2	-4
hgDAF12 agonist	0.2	1.2	0.0	3.1	0.6	14*	-1.2
PLCg1 inh	6	1	-3	3	-18	1	3
PLC-beta3 inh	0	-5	4	0	-20	-1	0
ssDAF12 agonist	-1.1	-1.4	-0.5	-1.3	-1.0	0.3	-1.3
NR1D1 modulator	-1	-7	-6	3	1	0	3

Remaining list, next part:
#36 Cc1cc(NC(=O)CSc2ncccn2)no1
#37 CC1CCN(CCCn2c(=S)[nH]c3ccccc3c2=O)CC1
#38 CCOC(=O)C1CCN(C(=O)COc2ccc(Cl)cc2C)CC1
#39 Cc1ccnc2nc(C(=O)NC3CCCc4ccccc43)nn12 (stereo not given)
#40 O=C(OCc1nnc(-c2ccccc2)o1)c1cc(=O)c2ccccc2o1
entry no.	36	37	38	39	40
hcDAF12 agonist	-0.4	-1.6	-1.2	3.4	-0.5
MBD2 DNA inh	2	1	5	-1	-3
DAX1 inh-1	-1.0	2.1	-0.3	-0.7	-0.6
ADAM17 inh	-1	-5	-1	-2	-4
DAX1 inh-2	0.5	0.1	-0.8	-0.1	0.3
SMARCA2 activ	1	0	-1	1	-1
hgDAF12 agonist	0.0	-2.2	-1.2	1.3	2.6
PLCg1 inh	-1	0	0	5	-1
PLC-beta3 inh	-2	-2	-1	1	-1
ssDAF12 agonist	-0.8	-0.7	-1.3	-0.6	-1.2
NR1D1 modulator	-6	-5	4	-4	-2

#41 Cc1ccc(S(=O)(=O)N2CC[C@@H]2C(=O)O)cc1
#42 Cc1csc(C(C#N)C(=O)c2cc3ccccc3o2)n1 (stereo not given)
#43 COc1ccccc1N1C(=O)CSC1=NC(=O)c1ccccc1
#44 COc1ccc(NC(=O)c2cc(N3C(=O)C4C5CCC(C5)C4C3=O)ccc2Cl)c(OC)c1 (stereo not given)
#45 CCCCN1C(=O)CCC(C(=O)O)C1c1ccc([N+](=O)[O-])cc1 (stereo not given)
entry no.	41	42	43	44	45
hcDAF12 agonist	-1.5	3.5	3.1	-2.7	-0.5
MBD2 DNA inh	0	-1	-2	4	2
DAX1 inh-1	.	-0.7	0.6	0.6	-0.4
ADAM17 inh	-5	4	-3	-1	1
DAX1 inh-2	0.0	3.9*	0.1	-2.5	-0.2
SMARCA2 activ	-2	3	0	3	-1
hgDAF12 agonist	-1.9	4.3	0.8	1.1	0.6
PLCg1 inh	2	-43	-2	1	2
PLC-beta3 inh	-6	-50	-11	-3	-2
ssDAF12 agonist	-0.5	-0.8	-0.8	-1.2	-0.7
NR1D1 modulator	-2	-1	-3	-1	-1

Screening results (PubChem)
